# From PubChem BioAssay
# eIF4E 4G PPI = eIF4E/eIF4G interaction inhibition in translation initiation. P63073+Q04637. TR-FRET eIF4E-eIF4GI(517-606) binding, 2 h. inhibition, % at 21.7 µM. 0.37% of 220,000 active;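 active means inhibition above about 30%, limit read from the data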;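 further: 0% = full FRET control wells and 100% = background wells lacking eIF4GI fragment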
# Cl transport mod = KCC2 (human) Cl- transport modulation; B-score of Tl+ flux slope (higher = more flux/activation; lower = inhibition) at 10 µM; Q9H2X9; KCC2 cells, thallium flux FluoZin-2 fluorescence; 2.2% of 190,000 active; AID 1456;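 active means thallium flux slope and its plate-corrected score both differing from the plate sample mean at a set confidence after two filtering rounds, in either direction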;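 further: slope of fluorescence scaled to starting intensity during 10 to 20 s after thallium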
# m-calpain inh = inhibitors of pig calpain II. purified calpain II, fluorogenic peptide substrate, 30 min. inhibition, % at 16 µM. 0.37% of 220,000 active;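 active means inhibition above about 50%, limit read from the data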
# Rad51 HR inh = blocks human Rad51 in homologous recombination. hRad51 DNA strand exchange, fluorescence dequenching. inhibition, % at 10 µM. 0.085% of 200,000 active;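 active means inhibition above 40% at the single screening dose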;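 further: 0% = DMSO control wells and 100% = blanks with heterologous ssDNA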
#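 System: human Rad51 nucleoprotein filaments preassembled on unlabelled ssDNA. Reagent: labelled 47-mer dsDNA for strand exchange. Schedule: 30-min compound preincubation and 15-min exchange, both room temperature. Measured by: FRET fluorescence dequenching, excitation 485 nm, emission 520 nm. Read-out: Fluorescence-based percent inhibition, control- and blank-normalised. Benchmarks: plate controls and plate blanks.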
# L929 necroptosis = blocks zVAD induced death of L929 cells; L929 zVAD necroptosis rescue, ATP luminescence, 24 h; with zVAD 60 µM; viability rescue, % at 10 µM; 0.38% of 220,000 active;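 active means activation, scaled between plate controls, above about 75%, limit read from the data; inactive means activation under that limit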;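 further: 0% = zVAD with DMSO and 100% = DMSO alone without zVAD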
# TNF necrop inh = blocks TNF-alpha induced death of Jurkat FADD-/- cells | Jurkat FADD-/- TNF necroptosis rescue, ATP luminescence, 24 h; 0 = TNF only, 100 = no-TNF cells | activation (protection from cell death), % at 10 µM | 0.068% of 220,000 active | AID 463075;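 active means activation, meaning protection from cell death, of at least 50% relative to plate controls; inactive means activation below 50%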;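 further: necroptosis triggered by 40 ng/mL TNF-alpha added together with compound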
# PERK inh = inhibitors of human PERK kinase. CHO PERK-DD fusion, SEAP luminescence translation reporter. inhibition, % at 5.6 µM. 0.17% of 220,000 active. AID 1416;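 active means inhibition above the mean inhibition of all tested compounds plus 3 SD, set separately per screening campaign, cut at about 2.9% in these data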;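 further: PERK kinase domain activated by AP20187 dimerizer at 100 nM; 0% = DMSO with dimerizer and 100% = rapamycin at 8.4 µM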
# EBV gp42 inh = inhibitors of Epstein-Barr virus glycoprotein 42. inhibition, % (tested at 21.74 µM). 0.42% of 220,000 active. Fluorescence polarization binding assay, mP read-out. Q1HVG2; in the data active means inhibition above about 50%
# Mdm2 ligase inh = inhibitors of human Mdm2 E3 ubiquitin ligase; 0.11% of 210,000 active; signal enhancement, % at 5 µM; cell-based MDM2 ubiquitination luciferase reporter, 2 h; 0 = plate control, 100 = twice control, blank-subtracted; Q00987;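 active means signal enhancement of 30% or more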;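 further: luminescence tracks abundance of the self-degrading MDM2-luciferase fusion protein; higher signal means inhibition of MDM2 E3 ligase activity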
#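 Buffer or medium: Cells held in DMEM | Assay system: Stable mammalian line carrying autodegrading MDM2–luciferase fusion reporter | Quantity: 2000 cells/well | Times: 4 h settle plus 2 h compound, 37 °C | Doses: One concentration, 5 µM, with 0.2% DMSO | Technique: Luminescence with SteadyLite reagent, 15 min at room temperature | Benchmarks: Plate controls and plate blanks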
# The depositor's hits bear a star; i = inactive; . = no result given; [ ] = another dose, or the depositor's remark.
SMILES,eIF4E 4G PPI,Cl transport mod,m-calpain inh,Rad51 HR inh,L929 necroptosis,TNF necrop inh,PERK inh,EBV gp42 inh,Mdm2 ligase inh
N#CCC1c2ccccc2CCN1C(=O)Nc1ccc(C(F)(F)F)cc1 (stereo unspecified),4,.,44,-1,2.7,3.2,-0.4,-2,-10
c1ccc(-c2cn(-c3ccccc3)c3[n+]2CCCS3)cc1,-9,0.12,-2,2,-0.7,-1.7,0.0,-1,-11
Brc1ccc(-c2nnc(-c3ccc4c(c3)OCO4)o2)o1,-2,.,-70,-1,-0.5,-2.0,0.9,-5,-48
Cc1ccnc(NC(=O)CCC(=O)N(CC(=O)NC2CCCCC2)Cc2ccccc2)c1,1,.,-15,16,-0.8,-1.4,0.7,-17,-3
CSc1ccc(S(=O)(=O)NCCCOC(C)C)cc1,0,0.52,-10,25,-0.9,1.9,0.6,-9,-2
Cc1ccc(OCc2ccc(C(=O)N3CCOCC3)cc2)cc1C,-2,-0.15,13,4,-0.6,-1.2,-0.5,-29,-29
COc1ccc(C(C)(C)C)cc1NC(=O)c1cncc(Br)c1,-3,-0.61,-14,-5,-0.1,0.7,-0.6,-7,-8
CCCCNC(=O)Nc1nnc(-c2ccc(Cl)cc2)o1,-1,0.7,4,-6,1.8,0.9,-0.2,7,-9
C=CCn1c(SCc2cc(=O)n3ccsc3n2)nnc1C1CCCCC1,-3,0.094,-129,0,-1.1,-1.1,-1.0,-20,.
COc1ccccc1/C=C/C(=O)OCC(=O)Nc1ccccc1Sc1ccccc1,2[fluorescence artefact?],0.37,12,.,0.9,4.4,-1.0,-4,-2
CCC(CC)c1nn2c(N)c(/C=C3\C=Nc4ccccc43)c(=O)nc2s1,-2,0.96,-58,0,2.2,0.4,0.5,-12,-5
Cc1cc(-c2ccccc2)c2c(=O)[nH][nH]c2n1,9,0.68,-6,-23,0.1,0.9,1.0,-15,-11
Cc1ccc(SCC(=O)N(Cc2nc(-c3ccccc3)no2)C(C)C)cc1,1,-1.1,19,1,-0.3,-0.3,-1.4,0,-14
N#CC1=C(N)Oc2c(ccc3cccnc23)C1c1cccnc1 (stereo unspecified),0,-0.39,16,.,0.7,-9.9,0.6,-6,-10
CC(C)N1C(=O)CC2(CC[N+](C)(CCOC(=O)C(c3ccccc3)c3ccccc3)CC2)C1=O (stereo unspecified),-1,0.92,-7,-4,-0.9,0.3,0.8,-20,-6
COc1cccc(-c2nc(N3CCCCC3C)c3ccccc3n2)c1O (stereo unspecified),-1,-2,-58,1,1.9,-0.6,-1.5,4,-13
O=C(NCc1ccccc1Cl)C1CCN(S(=O)(=O)N2CCCCCC2)CC1,1,-0.98,33,3,0.6,-0.6,-0.4,2,-6
COc1ccc(CN2CCN(CC=C(C)C)C(CCO)C2)cc1Cn1cncn1 (stereo unspecified),-3,-0.37,17,4,0.2,0.9,0.2,2,-11
CC(C)(C)SCCNC(=O)c1cccc([N+](=O)[O-])c1,-6[fluorescence artefact?],0.8,1,0,1.2,1.1,-0.1,-11,-8
O=C(N/N=C/C=C/c1ccc2c(c1)OCO2)c1ccc([N+](=O)[O-])cc1,-37,0.59,-41,-11,-1.2,-3.4,1.1,-4,-7
COc1ccccc1N1CCN(C(=O)c2cccc(Oc3ccccc3)c2)CC1,-2,-1.2,23,5,0.2,-0.8,0.1,14,-18
CSCCC(NC(=O)c1ccc([N+](=O)[O-])cc1Cl)C(=O)OCC(=O)C12CC3CC(CC(C3)C1)C2 (stereo unspecified),2,0.84,1,-1,1.3,0.2,0.2,-28,-1
O=C(COc1ccccc1Cl)N1CCN(c2ncccn2)CC1,-1,0.051,-47,4,-0.1,-1.9,0.1,-18,-5
CCOC(=O)N1CCC2(CC1)CC(=O)c1c(ccc3oc(C(=O)O)c(C)c13)O2,3,0.53,i,-6,2.7,0.1,0.6,10,-11
Cc1ccc(CN2CC(C(=O)Nc3ccc(S(=O)(=O)Nc4cc(C)nc(C)n4)cc3)CC2=O)cc1 (stereo unspecified),4[fluorescence artefact?],0.11,-153,1,0.6,-1.5,0.6,-18,-7
CCCN(CC(=O)Nc1c(C)cccc1CC)C(=O)SCC,-1,-0.42,10,1,-0.7,-0.7,-0.4,-20,-9
COC(=O)c1ccccc1NC(=S)N(Cc1ccc2c(c1)OCO2)Cc1cc2cc(C)ccc2[nH]c1=O,0[fluorescence artefact?],0.89,-41,-3,1.1,2.7,0.4,0,-11
CC(=O)C1=C(C)NC(=O)CC1c1ccc(F)cc1 (stereo unspecified),2,0.37,7,-1,0.9,-0.5,0.4,3,-22
CCOc1ccc(NC(=O)c2ccccc2NS(C)(=O)=O)cc1,-10,-0.76,16,1,-0.3,0.5,0.4,-26,0
Oc1ccc(N=Cc2ccc(-c3cccs3)s2)cc1,3,.,i,-9,1.4,-6.6,0.3,-5,-5
O=C(O)CNc1nc(-c2ccccc2)nc2c1oc1ccccc12,-1,.,-15,3,1.1,3.2,1.0,-13,1
O=S(=O)(c1ccc(OCC(O)CN2CCN(c3ccc(F)cc3)CC2)cc1)N1CCOCC1 (stereo unspecified),5,0.24,-5,-5,-0.3,-0.8,0.7,-6,-8
O=C(CSc1nnc(-c2ccc(Br)o2)n1Cc1ccccc1)c1ccccc1F,0,-0.051,7,-9,-0.1,-1.7,-0.8,-24,-20
CCOP(=O)(O)c1ccccc1OCCOc1ccccc1P(=O)(O)OCC,-7,0.3,-30,2,-0.5,0.1,0.9,-18,-10
NC1=NC2(CCC(c3ccccc3)CC2)n2c(nc3ccccc32)N1 (stereo unspecified),6,0.39,-16,.,2.8,-8.3,-0.4,-4,-12
COc1ccc(-c2cn3c(C)c(C(=O)Nc4cccc(NC(C)=O)c4)sc3n2)cc1,-7,0.037,-24,2,4.4,1.8,-1.4,-4,-15
COC(=O)CSc1nc(C)cc(C)n1,7,.,32,.,0.3,-0.3,-0.6,7,-16
CCOC(=O)CNNC(=O)Nc1ccc(Cl)c(Cl)c1,-2,-0.014,19,.,0.0,3.0,-0.2,-9,-19
COc1cc(/C=C/C(=O)NCc2nc3ccccc3[nH]2)cc(OC)c1OC,0,0.38,-75,17,2.1,-0.4,1.8,-10,-4
NS(=O)(=O)c1ccc2ccccc2c1,-1,1.3,-9,11,0.8,13,0.1,-6,-13
Cc1cc(C)n(-c2cc(N3CCN(C(=O)c4cccc(Br)c4)CC3)ccc2[N+](=O)[O-])n1,-7,-0.17,8,0,0.1,-9.7,0.9,-15,-6
O=C(CCl)Nc1cccc(CP(=O)(c2ccccc2)c2ccccc2)c1,-1,-0.044,-23,3,3.8,-23,-1.5,-12,-15
O=C(NCC1CCCO1)C1CC(=O)N(C2CCCCCC2)C1 (stereo unspecified),0,0.012,-25,-1,-0.4,-2.9,1.2,-6,-28
CC(C)Oc1ccc(CC2CC(=O)NC2=O)cc1 (stereo unspecified),5,.,3,-9,0.1,-3.9,0.8,-24,-13
COc1cccc(NC(=O)C(Sc2nc3ccccc3c(=O)n2CC(C)C)c2ccccc2)c1 (stereo unspecified),-3[fluorescence artefact?],7.7*,14,7,-1.0,-3.9,0.8,-10,-10
COc1cc(S(=O)(=O)N2CCC(N3CCCCC3)CC2)ccc1-n1cnnn1,-3[fluorescence artefact?],-0.26,-23,0,0.0,-0.4,0.4,-10,-10
CC1CCN(C(=O)COC(=O)c2ccccc2NC(=O)c2ccco2)CC1,4,-0.82,-36,.,0.6,0.2,0.5,-5,.
C=CCNC(=O)CSc1ccc(Cl)cc1,-1[fluorescence artefact?],0.35,-14,6,0.5,0.2,0.8,-13,2
O=C(COC(=O)CNC(=O)c1cccc([N+](=O)[O-])c1)Nc1nc2ccccc2s1,10,0.071,2,-1,0.4,1.1,0.5,-5,14
COCCCn1c(-c2ccco2)nc2ccccc2c1=O,1,-0.22,24,-3,-0.2,-2.1,-0.6,6,-6
CCOc1cc(/C=N/NC(=O)c2nn(C)cc2Br)ccc1OCc1ccccc1Cl,-4[fluorescence artefact?],.,-41,14,3.2,0.2,1.4,-3,-23
Cc1ccc(CNC(=O)c2cc(-c3cc(C)cc(C)c3O)n[nH]2)cc1,2,1.1,-10,-13,0.5,-8.7,0.0,-5,-2
CC(=O)CSc1ncnc2sc3c(c12)CCC3,0,7.1*,-7,6,6.5,-1.8,-0.1,-1,0
O=C(/C=C/c1ccccc1)c1c[nH]c2ccccc12,1,1.2,-18,-7,65,1.5,1.6,-3,-26
O=S1(=O)NC(=NCC(c2ccco2)N2CCCCC2)c2ccccc21 (stereo unspecified),3,-0.12,-20,-5,1.8,0.8,-0.2,-12,2
CCOc1ccc(N2C(=O)C3=C(C(c4ccc(Cl)cc4)=NCCN3)C2c2cccnc2)cc1 (stereo unspecified),-2,-0.11,12,-13,0.2,3.3,-0.4,-5,-8
CCN(CC)c1ccc(N2C(=O)CSC2=S)cc1,0,0.37,-1,14,1.5,-0.3,0.7,-13,-6
CCOC(=O)Cn1cc(C(=O)c2cccs2)c2ccccc21,3,-0.18,-8,-5,0.5,-0.2,0.8,-21,-3
CC1=C(C(=O)OCC2CCCO2)C(c2ccccc2Cl)NC(=O)N1 (stereo unspecified),3[fluorescence artefact?],0.28,-11,-3,0.3,2.7,0.5,-16,1
COC(=O)c1nn(-c2ccccc2)c(=O)cc1Oc1ccc(Cl)cc1,-1,0.76,14,-5,-0.3,-4.6,0.6,-8,-3

# Some of these compounds in order of formula weight, low to high:
SMILES,eIF4E 4G PPI,Cl transport mod,m-calpain inh,Rad51 HR inh,L929 necroptosis,TNF necrop inh,PERK inh,EBV gp42 inh,Mdm2 ligase inh
C=CCNC(=O)CSc1ccc(Cl)cc1,-1[fluorescence artefact?],0.35,-14,6,0.5,0.2,0.8,-13,2
O=C(/C=C/c1ccccc1)c1c[nH]c2ccccc12,1,1.2,-18,-7,65,1.5,1.6,-3,-26
CCOc1cc(/C=N/NC(=O)c2nn(C)cc2Br)ccc1OCc1ccccc1Cl,-4[fluorescence artefact?],.,-41,14,3.2,0.2,1.4,-3,-23

# Later entries
SMILES,eIF4E 4G PPI,Cl transport mod,m-calpain inh,Rad51 HR inh,L929 necroptosis,TNF necrop inh,PERK inh,EBV gp42 inh,Mdm2 ligase inh
COC(=O)Cn1c(C)nc2c(sc3nc(C)cc(C)c32)c1=O,7,0.83,17,5,0.1,-1.0,-0.8,-12,-8
Cc1ccc(C2=NOC(C)(c3nnc(-c4ccc(Cl)cc4)o3)C2)cc1 (stereo unspecified),-9,0.72,17,-4,1.4,2.6,.,-14,7
O=C(CSc1nnc(C2CC2)n1-c1ccccc1)NCc1ccco1,-6,-0.8,7,-2,-0.3,-0.3,0.1,-24,-10
O=c1c(Cc2ccc(Cl)cc2Cl)c(O)ccn1Cc1ccncc1,1,0.084,25,16,0.2,0.7,-0.6,5,-18
CN1C(=O)CC(Sc2ncccc2C(=O)O)C1=O (stereo unspecified),-2,-0.16,-9,-5,0.5,-0.4,1.2,0,-7
CC12CCC(C(=Nc3ccc(N=C4C(=O)C5(C)CCC4C5(C)C)cc3)C1=O)C2(C)C,-5,0.015,23,1,2.1,1.2,-0.8,-16,-14

# As entered above:
# Reading of `Cc1ccc(C2=NOC(C)(c3nnc(-c4ccc(Cl)cc4)o3)C2)cc1` (stereo unspecified) in Rad51 HR inh: -4
# Reading of `COC(=O)Cn1c(C)nc2c(sc3nc(C)cc(C)c32)c1=O` in EBV gp42 inh: -12
# Reading of `O=C(CSc1nnc(C2CC2)n1-c1ccccc1)NCc1ccco1` in m-calpain inh: 7
